Source: PubChem BioAssay (several laboratories)
Measles CPE: compounds protecting cells from measles virus cytopathic effect, primary screen, measles RdRp inhibitor project, single point, MLSMR library, absorbance. Measles virus-infected cells, CPE protection. protection (pct of control), % at 4 µM. hit rate 1.5% among 140,000. AID 841, 2007; in the data active = protection mostly above about 24%, no sharp cut-off; inactive = mostly below about 26%; note: some compounds called inactive have numbers as strong as hits
E-sel TNF inh: E-selectin induction blockers in HUVEC – imaging, immunofluorescence, high content, primary screen; HUVEC TNFa-induced E-selectin immunofluorescence; inhibition, % at 2 µM; hit rate 0.71% among 120,000; AID 1246, 2008;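 active = inhibition above the batch mean plus 3 SD, and confirmed as a hit on visual image review, cut at about 43% in these data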;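 note: 0% = TNF-stimulated DMSO wells and 100% = unstimulated control wells; not every result past the cut was called active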
Phagocytosis inh: inhibitors of macrophage phagocytosis, primary screen, imaging, J774A.1 cells, IgG beads; inhibition, % at 5 µM; AID 1029, 2008; hit rate 0.07% among 110,000; J774A.1 macrophage IgG-bead phagocytosis;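 active = inhibition above the mean of the plate negative controls plus 5 SD, cut at about 13% in these data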;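 note: phagocytic index as fraction of beads internalized from green versus red external bead signal; plate controls were DMSO negative control for no effect and cytochalasin-D positive control for full effect; some results beyond the cut were filed as inactive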
Yeast life ext: compounds extending yeast replicative lifespan, primary screen, S. cerevisiae, OD615 | hit rate 0.68% among 130,000 | inhibition of the nicotinamide effect, % at 10 µM | S. cerevisiae growth with nicotinamide; deaD strain in restrictive glucose medium | AID 775, 2007;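 active = inhibition above a set limit, placed 3 SD over the median of all compounds, cut at about 26% in these data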;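 note: 0% = nicotinamide-treated wells and 100% = cells grown without nicotinamide; some compounds called inactive have numbers as strong as hits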
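Assay system: DeaD-strain S. cerevisiae. Medium: CSMM-D glucose medium, restrictive. Reagent: nicotinamide, 1.5 mM, co-present with compound. Compound: 10 µM single point, 0.25% DMSO. Schedule: culture preincubation 4 h, compound exposure 48 h, both 30 °C. Detection: absorbance at 615 nm.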
MRP-1 activ: H69AR viability gain despite doxorubicin, primary screen, MRP-1 activator project, H69AR cells, CellTiter-Glo; viability rescue; viability increase, % at 10 µM; hit rate 0.61% among 140,000; AID 799, 2007;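 active = viability gain under doxorubicin at or above a set limit, the compound median plus 3 SD, cut at about 4.7% in these data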;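 note: MRP-1 overexpressing cells given doxorubicin 25 µM after compound pretreatment; 18-22 h compound pretreatment then 72 h with doxorubicin before readout; 0% = doxorubicin-only wells and 100% = vehicle-treated cells without doxorubicin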
HCT116 bCat-KO: primary screen for growth suppressors in beta-catenin knockout HCT116 cells (colon tumor, human); HCT116 beta-catenin knockout viability, CellTiter-Glo, 60 h; active compounds read low; viability, % at 10 µM; hit rate 1.5% among 140,000; AID 818, 2007;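 active = viability at or under a set limit, the compound median less 4 SD, cut at about 6% in these data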;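 note: 0% = Hyamine 1622 control at 20 µM and 100% = untreated cell control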
BB579 growth dn: growth inhibitors of yeast BB579 in restrictive medium, primary screen, yeast lifespan-shortening project, S. cerevisiae; OD615, 48 h; hit rate 0.51% among 140,000; inhibition, % at 10 µM;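 active = inhibition above a set limit, 3 SD over the mean compound inhibition, cut at about 44% in these data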; note: inactives centre near -24
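Test system: S. cerevisiae DeaD strain BB579 yeast; Medium: restrictive CSMM-D medium; Compound: one dose, 10 µM compound with 0.25% DMSO; Incubation: 4 h cell preincubation, 48 h compound exposure, 30 °C humidified; Signal: OD at 615 nm; Benchmarks: amphotericin B at 10 µg/mL as positive control.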
HCT116 PTEN-null: growth suppression of PTEN-null HCT116, primary screen, cell-based, CellTiter-Glo; HCT116 PTEN-null viability, 60 h; active compounds read low; viability, % at 10 µM; hit rate 1.2% among 140,000; AID 827, 2007;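 active = viability at or below a set limit, 4 SD under the median of all tested compounds, cut at about 3.7% in these data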;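 note: PTEN knockout HCT116 line with beta catenin targeted HCT116 as companion control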
NPY Y2 blocker: NPY-Y2 receptor antagonists, primary screen, cell-based | inhibition, % at 2.7 µM | hit rate 0.99% among 140,000 | AID 793, 2007 | NPY-Y2 expressing cells, antagonist mode; in the data active = inhibition above about 17%;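 note: 0% = vehicle with agonist challenge and 100% = reference antagonist with challenge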
Target sequence (P49146 whole entry, looked up): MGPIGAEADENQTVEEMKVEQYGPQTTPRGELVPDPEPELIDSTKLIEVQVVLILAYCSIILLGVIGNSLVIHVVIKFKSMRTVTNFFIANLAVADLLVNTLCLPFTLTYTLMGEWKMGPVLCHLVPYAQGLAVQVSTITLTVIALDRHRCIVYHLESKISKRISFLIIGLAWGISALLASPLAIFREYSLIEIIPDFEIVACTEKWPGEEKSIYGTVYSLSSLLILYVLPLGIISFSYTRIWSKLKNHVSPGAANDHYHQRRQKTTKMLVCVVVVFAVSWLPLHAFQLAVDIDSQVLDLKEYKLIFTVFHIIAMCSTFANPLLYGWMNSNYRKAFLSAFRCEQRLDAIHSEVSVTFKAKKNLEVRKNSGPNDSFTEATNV
GALR2 antag: GALR2 antagonists in receptor-expressing cells, primary screen; Galanin receptor type 2 (Homo sapiens), O43603; antagonist mode; inhibition, % at 4 µM; hit rate 0.39% among 140,000; AID 828, 2007; in the data active = inhibition above about 27%;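 note: cells stimulated with galanin 1-16 at roughly its EC80; 0% = agonist challenge control and 100% = basal control without agonist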
* marks the source's active call; other numbers are inactive results; · = no result given.

SMILES	Measles CPE	E-sel TNF inh	Phagocytosis inh	Yeast life ext	MRP-1 activ	HCT116 bCat-KO	BB579 growth dn	HCT116 PTEN-null	NPY Y2 blocker	GALR2 antag
CCOC(=O)C1CCCN(CCC(=O)Nc2cccc(F)c2)C1 (stereo unspecified)	8	-26	-1	-4	-0.5	107	11	89	-2	2
Cc1ccc(Cn2nnc3c(=O)[nH]c(C4CCN(S(=O)(=O)c5ccc(C)cc5)CC4)nc32)cc1	3	-8	1	-13	-1.0	80	-43	76	0	-4
Cc1cc(C)nc(SCC(=O)O)n1	10	13	-1	-6	-0.8	101	-68	102	4	8
CCC(=O)Nc1cc(C(=O)OCc2ccc(C(=O)Oc3ccccc3)cc2)ccc1C	9	0	-7	4	-3.2	83	-49	93	2	2
CCOc1ccccc1C(=O)N[C@H](C(=O)Nc1nc2c(s1)CCCC2)C(C)C	9	·	1	0	-3.8	26	-34	23	0	7
Cc1ccc(C(=O)NCCOC23CC4CC(CC(C4)C2)C3)cc1	3	-19	1	7	-1.5	70	-29	70	3	5
CCOC(=O)c1oc2cccc(O)c2c1CN(Cc1ccccc1)C(C)=O	6	-2	-3	1	-2.8	69	-11	68	1	-2
CCOC(=O)C1=NN(c2cccc(C)c2)C2(S1)SC(C(C)=O)=C(C)N2c1ccccc1 (stereo unspecified)	21	6	0	4	0.3	58	-51	67	32*	-9
c1ccc(Cn2nnc3c(N4CCOCC4)ncnc32)cc1	4	·	0	-2	-0.5	105	-2	85	1	3
CCN1CCN(CCCNC(=O)c2cn(CCOC)c(=O)c3c2c2ccccc2n3C)CC1	4	-2	0	-14	-2.9	99	-18	92	1	-13
CCN(CC)CCN1C(=O)C(O)=C(C(=O)c2cccs2)C1c1ccc(C)o1 (stereo unspecified)	6	11	2	-1	0.1	81	-31	86	2	0
COc1ccccc1OCCCn1c(C)c(C#N)c2ccccc21	3	·	-2	-14	-1.5	78	-31	76	4	-18
Cc1ccc(-n2ncc(C(=O)O)c2C2CCN(C(=O)OC(C)(C)C)CC2)cc1	6	-3	-3	-5	-0.1	101	5	101	3	-4
COc1ccc([N+](=O)[O-])cc1C1NN=C(c2cccc3ccccc23)S1 (stereo unspecified)	2	-9	-3	-22	-4.9	88	7	91	1	2
O=C(CCC(=O)Nc1ccccc1)NNC(=O)C(c1ccccc1)c1ccccc1	18	·	-9	4	-1.2	95	-15	93	-1	5
O=C(O)CCC(=O)NNC(=O)c1ccc(-c2ccccc2)cc1	4	·	-2	3	1.1	102	-19	90	2	-2
COc1cc(/C=C/c2nnc3c4ccccc4ncn23)cc(OC)c1OC	6	11	1	-5	-4.9	16	-14	15	-1	14
Cc1ccc(-c2cc(C(F)F)n3ncc(C(=O)Nc4c(C)nn(Cc5c(Cl)cccc5Cl)c4C)c3n2)cc1	5	-26	-2	-14	-4.3	21	-33	13	2	6
N#Cc1ccsc1NC(=O)COC(=O)CCCSc1nc2ccccc2s1	4	·	0	-13	-1.0	81	-53	81	7	-1
Cc1nn(C(=O)CN2C(=O)c3ccccc3C2=O)c(C)c1Br	11	16	·	-2	-2.4	87	-39	88	2	7
CCc1ccccc1NC(=O)c1nnn(CC(=O)Nc2ccccc2C)c1N	10	·	·	-27	-2.1	89	-2	88	3	-24
COc1ccc(/C=C\c2onc(C)c2S(=O)(=O)N2CCC(C(=O)NCCC(C)C)CC2)cc1	2	·	-1	-8	-3.7	72	-4	64	-1	-1
FC(F)(F)c1cc(-c2ccccc2)nc(NCc2cccs2)n1	16	4	·	-5	-2.2	77	-51	80	8	6
Cc1ccc(C(=O)NNC(=O)Cc2ccccc2)cc1	15	12	-1	-4	-1.4	96	-30	102	-1	5
Cc1cc2ccccc2n1CCNC(=O)c1ccccc1	10	-37	·	-6	1.6	100	-35	94	4	15
COc1ccccc1CC(=O)NC1CC(C)(C)NC(C)(C)C1	14	-14	0	-8	0.5	107	-14	102	2	7

Among those listed so far, 2 contain a furan ring, fused or not.
SMILES	Measles CPE	E-sel TNF inh	Phagocytosis inh	Yeast life ext	MRP-1 activ	HCT116 bCat-KO	BB579 growth dn	HCT116 PTEN-null	NPY Y2 blocker	GALR2 antag
CCOC(=O)c1oc2cccc(O)c2c1CN(Cc1ccccc1)C(C)=O	6	-2	-3	1	-2.8	69	-11	68	1	-2
CCN(CC)CCN1C(=O)C(O)=C(C(=O)c2cccs2)C1c1ccc(C)o1 (stereo unspecified)	6	11	2	-1	0.1	81	-31	86	2	0

3 compounds from above, ordered by length of the SMILES, smallest number first:
SMILES	Measles CPE	E-sel TNF inh	Phagocytosis inh	Yeast life ext	MRP-1 activ	HCT116 bCat-KO	BB579 growth dn	HCT116 PTEN-null	NPY Y2 blocker	GALR2 antag
CCOC(=O)C1CCCN(CCC(=O)Nc2cccc(F)c2)C1 (stereo unspecified)	8	-26	-1	-4	-0.5	107	11	89	-2	2
Cc1nn(C(=O)CN2C(=O)c3ccccc3C2=O)c(C)c1Br	11	16	·	-2	-2.4	87	-39	88	2	7
CCC(=O)Nc1cc(C(=O)OCc2ccc(C(=O)Oc3ccccc3)cc2)ccc1C	9	0	-7	4	-3.2	83	-49	93	2	2
